Assay outcomes (PubChem BioAssay)
M1 antag: human M1 muscarinic receptor antagonists, primary screen, CHO-K1 cells, Fluo-8 calcium fluorescence, 1536-well. inhibition, % at 3 µM. 360,000 compounds, 1.3% hits. AID 588852, 2011. CHO-K1 hM1, ACh EC80 antagonist. Muscarinic acetylcholine receptor M1 (Homo sapiens), P11229;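 active = percent inhibition above its own plate's cutoff, namely the mean of that plate's compound wells plus 3 SD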;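 also: peak over basal fluorescence ratio during 140 s after agonist addition; 0% = ACh EC80 plus DMSO and 100% = DMSO alone without agonist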
Target sequence (P11229 whole entry, looked up): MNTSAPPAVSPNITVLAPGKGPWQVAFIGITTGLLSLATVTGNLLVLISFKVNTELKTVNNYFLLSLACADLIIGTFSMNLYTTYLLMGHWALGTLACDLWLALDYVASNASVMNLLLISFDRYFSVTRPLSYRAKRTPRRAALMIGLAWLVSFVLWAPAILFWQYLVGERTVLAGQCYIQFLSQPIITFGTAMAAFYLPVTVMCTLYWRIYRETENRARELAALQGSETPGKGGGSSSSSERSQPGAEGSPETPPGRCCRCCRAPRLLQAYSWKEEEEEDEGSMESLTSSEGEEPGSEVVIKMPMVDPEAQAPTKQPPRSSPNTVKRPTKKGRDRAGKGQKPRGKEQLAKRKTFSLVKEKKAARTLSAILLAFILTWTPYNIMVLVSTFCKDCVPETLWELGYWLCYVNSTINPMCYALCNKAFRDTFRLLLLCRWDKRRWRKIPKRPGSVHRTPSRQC
OXTR potentiate: human OXTR potentiators, primary screen, fluorescence, CHO-OTR cells, Fluo-8 calcium; Oxytocin receptor (Homo sapiens), P30559; Fluo-8 calcium fluorescence, potentiator mode; 0% = oxytocin EC15, 100% = EC100; activation, % at 3 µM; 320,000 compounds, 0.061% hits;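 active = activation above that plate's cutoff, the mean activation of tested compounds plus 3 SD, cut at about 6.6% in these data, passing the limit was not always enough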;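 also: 100% uses oxytocin at 75 nM as the full agonist control; some results filed as inactive read as strong as hits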
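Replication – single well per compound, singlicate · Assay system – CHO cell line stably expressing human OTR · Timing – 6 min pre-incubation, 100 s read · Measure – normalized max/min fluorescence ratio, % activation · Doses – 3.0 µM, one dose · Detection – Fluo-8 calcium dye fluorescence · Probe or stimulus – oxytocin near EC15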
M1 ag parental: counter-screen for M1 agonists: effect in parental CHO-K1 cells. Fluo-8 calcium fluorescence; scaled to maximal ATP response, vehicle zero. activation, % at 3 µM. 360,000 compounds, 0.48% hits. AID 602248, 2012; in the data active = activation above about 15%;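 also: untransfected CHO-K1 host cells lacking M1 receptor as counterscreen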
CHO parental Ca: ATP-evoked calcium signal inhibitors, parental CHO, primary screen, counter-screen for OX1R antagonist project, cell-based, fluorescence, Fluo-8 calcium dye; parental CHO-K1, ATP-induced calcium, Fluo-8 fluorescence; inhibition, % at 5.6 µM; 330,000 compounds, 0.63% hits; AID 463079, 2010;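 active = inhibition above that plate's mean sample inhibition plus 3 SD, cut at about 26% in these data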;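 also: 0% = ATP-challenged DMSO wells and 100% = DMSO wells without ATP; some compounds past the cut are filed as inactive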
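Material – parental CHO cells · Reagent – ATP stimulus · Compound – single nominal dose of 5.6 µM per compound · Detection – Fluo-8 fluorescence · Read-out basis – percent inhibition of calcium signal · Controls – ATP-challenged DMSO wells low, unchallenged DMSO wells high · Repeats – no replicates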
TAAR1 ag: human TAAR1 agonists, primary screen, Fluo-8 calcium fluorescence, CHO RD-HGA16 cells. 360,000 compounds, 0.99% hits. activation, % at 3 µM. vehicle wells 0%, saturating PEA agonist 100%. Trace amine-associated receptor 1 (Homo sapiens), Q96RJ0;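 active = activation above the mean activation of all test compounds in the run plus 3 SD, cut at about 38% in these data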
Target sequence (Q96RJ0 whole entry, looked up): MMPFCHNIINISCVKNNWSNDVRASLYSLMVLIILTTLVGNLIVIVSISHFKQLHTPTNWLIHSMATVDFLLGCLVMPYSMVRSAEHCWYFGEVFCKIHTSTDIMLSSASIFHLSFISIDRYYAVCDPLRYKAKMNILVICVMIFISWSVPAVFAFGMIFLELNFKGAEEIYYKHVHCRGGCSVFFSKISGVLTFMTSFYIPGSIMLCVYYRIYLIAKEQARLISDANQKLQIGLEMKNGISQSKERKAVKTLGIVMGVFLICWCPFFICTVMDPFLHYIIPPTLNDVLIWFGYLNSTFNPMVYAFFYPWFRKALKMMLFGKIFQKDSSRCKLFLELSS
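Assay system: CHO-derived RD-HGA16 cells with stable Gα16 and human TAAR1; timing: 17-24 h seeding, 75 min 37 °C dye, 30 min RT; read-out: % activation from peak over basal fluorescence ratio, DMSO-to-PEA scaled; measured by: kinetic Fluo-8 calcium fluorescence; benchmarks: low control DMSO, high control PEA (EC100); doses: 3 µM single concentration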
CHO-K1 Ca antag: M1 antagonist counterscreen hit in parental CHO-K1 cells; ATP-induced calcium, Fluo-8 fluorescence; inhibition, % at 3 µM; 360,000 compounds, 0.6% hits; AID 602250;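 active = inhibition above a per-plate cutoff, the plate's mean sample inhibition plus 3 SD, cut at about 24% in these data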;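 also: 0% = DMSO plus EC80 ATP and 100% = DMSO alone without ATP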
M1 PAM parental: nonselective calcium activators in parental CHO-K1 cells, primary screen, counter-screen for M1 PAM project, cell-based, Fluo-8 calcium fluorescence, full deck, 1536-well | 360,000 compounds, 0.02% hits | activation, % at 3 µM | ATP EC20; 0% at ATP EC20, 100% at ATP max | AID 602247, 2012;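 active = activation above the run cutoff, the mean activation of all test compounds plus 3 SD, cut at about 40% in these data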;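 also: peak over basal fluorescence ratio in a 140 s read after ATP addition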
TAAR1 antag: human TAAR1 antagonists, primary screen, Fluo-8 calcium fluorescence, CHO RD-HGA16 cells; inhibition, % at 3 µM; 360,000 compounds, 1.5% hits; antagonist; AID 624466, 2012; Trace amine-associated receptor 1 (Homo sapiens), Q96RJ0;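 active = inhibition above a per-plate cutoff, the mean inhibition of test compounds on that plate plus 3 SD, cut at about 49% in these data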;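 also: 0% = DMSO plus EC80 beta-PEA response and 100% = DMSO alone without agonist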
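Test system – hTAAR1-expressing CHO RD-HGA16 cells, Gα16-coupled · Also added – β-PEA at EC80 concentration, post-compound challenge · Compound – 3 µM, single point · Incubation – dye loading 75 min at 37 °C, then 30 min room temperature · Measured by – Fluo-8 intracellular calcium dye fluorescence, real-time kinetic reads · Benchmarks – vehicle and agonist controls · Replicates – singlicate, one well per test compound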
M1 ag: human M1 muscarinic receptor agonists, primary screen, Fluo-8 calcium fluorescence, CHO-K1 cells, HTS; activation, % at 3 µM; 360,000 compounds, 0.33% hits; CHO-K1 hM1, agonist mode; 0% DMSO, 100% acetylcholine EC100;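 active = activation above the run's mean compound activation plus 3 SD, cut at about 16% in these data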;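 also: peak over basal fluorescence ratio within a 140 s kinetic read after compound addition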
The depositor's hits bear a star; / = not tested or not shown.

The first 4 compounds as a preview:
Results follow in this order: M1 antag, OXTR potentiate, M1 ag parental, CHO parental Ca, TAAR1 ag, CHO-K1 Ca antag, M1 PAM parental, TAAR1 antag, M1 ag
Clc1ccc(C2[C@H]3CN(Cc4ccc(-c5ccccc5)cc4)[C@H](c4ccccc4)C34CC2(c2ccccc2)C4)cn1 (stereo partly drawn)
    /, -5, /, -23, 3, /, /, 4, /
COc1ccc2ccc(=O)oc2c1CC(=O)C(C)C
    1, -7, 0.1, -8, 0, -2, 5, -16, -4
Cc1cccc(-n2c(CNC(=O)c3ccccc3)nnc2SCC(=O)Nc2nccs2)c1
    -13, -1, -0.1, -9, -1, -4, 14, -7, -1
CCN(CC)S(=O)(=O)c1ccc(N2CCOCC2)c(NC(=O)c2cc(=O)[nH]c3ccccc23)c1
    -4, -16, 0.8, -19, 3, -12, 12, -3, -3

The listing, repeating the preview:
Results follow in this order: M1 antag, OXTR potentiate, M1 ag parental, CHO parental Ca, TAAR1 ag, CHO-K1 Ca antag, M1 PAM parental, TAAR1 antag, M1 ag
Clc1ccc(C2[C@H]3CN(Cc4ccc(-c5ccccc5)cc4)[C@H](c4ccccc4)C34CC2(c2ccccc2)C4)cn1 (stereo partly drawn)
    /, -5, /, -23, 3, /, /, 4, /
COc1ccc2ccc(=O)oc2c1CC(=O)C(C)C
    1, -7, 0.1, -8, 0, -2, 5, -16, -4
Cc1cccc(-n2c(CNC(=O)c3ccccc3)nnc2SCC(=O)Nc2nccs2)c1
    -13, -1, -0.1, -9, -1, -4, 14, -7, -1
CCN(CC)S(=O)(=O)c1ccc(N2CCOCC2)c(NC(=O)c2cc(=O)[nH]c3ccccc23)c1
    -4, -16, 0.8, -19, 3, -12, 12, -3, -3
COc1ccccc1C(=O)NCCSCc1ccccc1Cl
    7, -12, 0.3, -23, 1, 6, -11, -20, -1
Cc1ccc2c(c1)C1CN(C)CCC1N2C(=O)COc1ccc(N(C)C(=O)c2ccccc2)cc1 (stereo not drawn)
    21, -15, 0.2, -12, 3, 11, -5, -5, -12
COc1cccc(CN2CCC(C(=O)N3CCN(c4ccccc4F)CC3)CC2)c1
    -8, -11, 2.5, -21, 7, -7, 29, -12, -13
CCN1CCN(c2cc(-c3ccccc3)nc3cc(-c4cccc(F)c4)nn23)CC1
    -3, -16, 0.8, 12, 14, -8, 12, -5, -3
CN(CCc1ccccc1)C(=O)c1ccc(NC(=O)Cc2ccc(NC(=O)C3CCN(C(=O)C4CCCCC4)CC3)cc2)cc1
    3, /, 0.3, /, 2, 5, 5, -17, -7
CCOC(=O)N1CCN(C(=O)CSc2nnc(CNC(=O)c3c(F)cccc3Cl)o2)CC1
    -4, -12, -0.1, 0, 2, 14, -6, -4, -6
Cc1cc(=O)oc2cc(OCc3ccc(S(=O)(=O)N4CCOCC4)cc3)ccc12
    2, -7, 0.8, -15, 14, -9, 15, 20, -1
O=C1C2C3C=CC(C3)C2C(=O)N1CN(Cc1ccccc1)CN1C(=O)C2C3C=CC(C3)C2C1=O (stereo not drawn)
    -6, -3, -0.3, -10, 14, 23, -4, 20, 0
O=C(CCC(=O)n1ncc2ccccc21)NCc1ccc(F)cc1
    -17, -1, 0.4, -8, 1, -14, 10, -13, -1
CCOC(=O)C(C(=O)OCC)C(=O)c1cccc2ccc3ccccc3c12
    -1, /, 2.1, /, 1, -4, 5, -15, -1
O=C(CSc1nnc(-c2cccs2)n1CC1CCCO1)c1cc2ccccc2o1 (stereo not drawn)
    -23, -14, 2.2, -16, 9, -3, 13, -2, -1
CCOC(=O)c1nc(C)n(-c2cc(OC)c(Cl)cc2Cl)n1
    -10, -3, 0.2, 3, 2, 1, 3, 6, -7
C[C@H]1CN([C@@H](C)CO)C(=O)c2cc(C#CC3CCCC3)cnc2O[C@H]1CN(C)C(=O)Cc1ccccn1
    -4, /, 0.4, /, 2, -14, 3, -2, -2
O=C(NNC(=O)c1ccc2nc[nH]c2c1)c1ccccc1
    -4, -4, 0.8, -8, 0, -18, 23, -6, -3
Cc1cc2c(cc(C(=O)OC(C(=O)NC3CCCCC3)C(C)C)n2C)o1 (stereo not drawn)
    4, -2, -0.9, 7, -3, -7, 3, -6, -4
CCCCn1c(=O)[nH]c(=O)c2c1nc(-c1ccc(-c3ccccc3Br)o1)n2CCOC
    3, -9, 0.5, 5, 1, -1, 12, -20, -1

Continued.
| smiles | M1 antag | OXTR potentiate | M1 ag parental | CHO parental Ca | TAAR1 ag | CHO-K1 Ca antag | M1 PAM parental | TAAR1 antag | M1 ag |
| --- | --- | --- | --- | --- | --- | --- | --- | --- | --- |
| O=C(c1ccc(-n2cnnn2)cc1)N1CCOCC1 | 2 | -7 | 3.1 | 1 | 6 | 13 | -5 | -1 | -2 |
| C[C@H]1CN([C@@H](C)CO)C(=O)c2cc(-c3cccc(C#N)c3)cnc2O[C@H]1CN(C)C(=O)c1ccccn1 | 5 | / | 0.4 | / | 5 | -6 | 16 | 19 | -5 |
| CCOC(=O)c1ccc(NC(=O)Cn2nnc3ccccc32)cc1 | -2 | -24 | 6.4 | -1 | 7 | 1 | 3 | 20 | 0 |
| Cc1cc(C)cc(N(CCC#N)C(=O)COC(=O)C2=COCCO2)c1 | 6 | -3 | 1.6 | -8 | 2 | -8 | 3 | -22 | 0 |
| Cc1cc2cc(CNC(=O)CCC(=O)O)ccc2[nH]1 | 3 | -1 | 0.3 | -2 | 1 | 1 | 9 | -3 | -2 |
| COc1ccccc1CNC(=O)C1CCCN(S(=O)(=O)c2cccc3nsnc23)C1 (stereo not drawn) | 0 | -5 | 2.6 | -24 | 1 | -7 | 3 | -6 | -4 |
| [O-]/[N+](=C\C=C\c1ccccc1)c1ccccc1 | -19 | -6 | 0.0 | -12 | 1 | -16 | 1 | -8 | -6 |
| COc1ccc(CN(C(=O)CSc2nnc(-c3ccccc3C)o2)c2ccc(F)cc2)cc1 | -9 | -19 | 1.7 | -21 | 9 | 3 | 13 | 44 | -3 |
| Cc1nnc(NC(=O)c2cccc(Br)c2)s1 | -17 | -11 | 0.4 | 7 | 7 | -3 | 16 | 7 | -1 |
| C=CCNC(=O)c1ccc(NC(=O)CC2SC(N3CCCC3)=NC2=O)cc1 (stereo not drawn) | 12 | -11 | -0.1 | 0 | 1 | 4 | -19 | -9 | -2 |
| Cc1noc(C)c1C(=O)OCC(=O)Nc1c(F)cccc1F | -10 | -6 | 0.4 | -9 | 3 | -12 | 11 | 6 | -2 |
| Cc1ccccc1NC(=O)CN1C(=O)NC2(CCc3ccccc32)C1=O (stereo not drawn) | -7 | -8 | 0.2 | -4 | 1 | -15 | 7 | -7 | 0 |
| Cc1ccc(C(=O)O/N=C(\N)Cc2cccc3ccccc23)cc1 | -8 | -10 | 0.0 | -21 | 57* | -5 | 5 | 40 | -1 |
| CC(=O)Nc1ccc(C(=O)NC(C)c2ccc(-n3ccnc3)cc2)cc1 (stereo not drawn) | -9 | -4 | 0.7 | 6 | 3 | -7 | 9 | -13 | -4 |
| Cc1cc(C(=O)CSc2n[nH]c(-c3ccccc3F)n2)c(C)n1Cc1cccs1 | 12 | -14 | 2.9 | -12 | 6 | -2 | 4 | 37 | -2 |
| COc1nc(NCCO)nc(Nc2cc(Cl)ccc2OC)n1 | -15 | -2 | 1.0 | -17 | -1 | -10 | -8 | 4 | 0 |
| CCCN1Cc2cccc(C(=O)NCc3ccc(C)cc3)c2C1=O | -4 | 4 | 0.6 | -22 | 7 | -14 | 17 | 21 | -9 |
| N[C@@H](C(=O)N[C@@H]1C(=O)N2C(C(=O)O)=C(Cl)CS[C@H]12)c1ccccc1 | -28 | -5 | 0.8 | -4 | 0 | -1 | 12 | -5 | 18* |
| Cc1sc2ncnc(NCC(C)(C)N3CCOCC3)c2c1C | 10 | -20 | 4.8 | 32 | 6 | 6 | 10 | 9 | -2 |
| CC/C(=N\NC(=S)Nc1cccc(C)c1)c1ccccc1 | 0 | -12 | 0.0 | -7 | -1 | -5 | 11 | -12 | -7 |
| C[C@@H]1CN([C@H](C)CO)C(=O)CCCn2nncc2CO[C@@H]1CN(C)C(=O)C1CC1 | -12 | / | 0.6 | / | 1 | 0 | 11 | -1 | -3 |
| COc1ccc2c(c1)[C@H]1[C@H](CO2)[C@H](c2ccccc2)[C@]2(C)C(=O)N[C@H](C)C(=O)N12 | -5 | 4 | 0.0 | -9 | 3 | -11 | 9 | 9 | -3 |
| CCOC(=O)c1cc2sc(C)cc2n1CC(=O)Nc1cccc(C)c1C | -1 | -1 | -0.1 | -22 | 7 | 5 | -4 | 5 | -5 |

3 entries out of the list, arranged by heavy-atom count, descending:
| smiles | M1 antag | OXTR potentiate | M1 ag parental | CHO parental Ca | TAAR1 ag | CHO-K1 Ca antag | M1 PAM parental | TAAR1 antag | M1 ag |
| --- | --- | --- | --- | --- | --- | --- | --- | --- | --- |
| Cc1cc(C(=O)CSc2n[nH]c(-c3ccccc3F)n2)c(C)n1Cc1cccs1 | 12 | -14 | 2.9 | -12 | 6 | -2 | 4 | 37 | -2 |
| CCOC(=O)c1ccc(NC(=O)Cn2nnc3ccccc32)cc1 | -2 | -24 | 6.4 | -1 | 7 | 1 | 3 | 20 | 0 |
| COc1nc(NCCO)nc(Nc2cc(Cl)ccc2OC)n1 | -15 | -2 | 1.0 | -17 | -1 | -10 | -8 | 4 | 0 |
